# CXXC DNA block = blocks binding of human MLL CXXC domain to DNA; MLL-CXXC / FITC-HOXA9 DNA fluorescence polarization; Potency, µM (top dose mostly 115 µM), without a hit: top-dose activity change, negative = inhibition, hits mostly inhibitors; 290,000 compounds, 0.037% hits; AID 2662; active = well fitted inhibition curve with a large enough effect in the polarisation, with a control signal flat, not every such curve was filed as active; inconclusive = small, poorly fitted or top-dose-only effect, or effect the other way, or a change in a side signal; inactive = no such curve, though single readings can be large or run the other way; the % refers to the polarisation; also: potency is read from the fitted curve at half-maximal effect
#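 Purified MLL-CXXC (added from a 7 uM solution) was preincubated 5 min at ambient with pinned compounds in 50 mM Tris-HCl pH 7.5, 50 mM NaCl, 1 mM DTT, 0.05% BSA. Fluorescein-labeled HOX-A9 DNA (50 nM solution) followed, 30 min, then polarization read.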
# Menin MLL FP TR = inhibitors of human menin-MLL interaction, mutant MLL peptide | O00255 | Menin + Texas Red MLL mutant peptide, fluorescence polarization | Potency, µM (series often up to 61.6 µM), inactives show top-dose FP activity change, negative = inhibition, most hits filed as inhibitors | 270,000 compounds, 0.23% hits; active = well fitted inhibition curve with a large enough effect in the polarisation, with a control signal flat, not every such curve was filed as active; inconclusive = small, poorly fitted or top-dose-only effect, or effect the other way, or a change in a side signal; inactive = no such curve, though single readings can be large or run the other way; the % refers to the polarisation; also: potency is read from the fitted curve at half-maximal effect; % of control where 0% means no effect; many of its hits are not listed in these tables
# Giardia kill = Giardia lamblia killing. Giardia lamblia trophozoite viability. activity change, % at 7.66 µM, hits read low. 340,000 compounds, 0.15% hits; in the data active = activity change below about -80%; inconclusive = between about -30% and that limit;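 also: parasites exposed to compound for two days anaerobically before the ATP read; % is scaled to controls: 0 for no effect and ±100 for the full control effect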
#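 ATP-content bioluminescence gauges trophozoite survival. Cells (100/well) receive compound and incubate anaerobically for 48 hrs at 37 deg C; detection reagent follows for 15-30 min at room temperature.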
# PKM2 act = increases activity of human pyruvate kinase M2; Potency, µM (titrated, usually from 57.5 µM), for inactives: top-dose activation, hits mostly activators; AID 1631; 260,000 compounds, 0.34% hits; purified PKM2, Kinase-Glo ATP luminescence, activation; response scale: 0% is enzyme alone, no compound; P14618; also: potency is read from the fitted curve at half-maximal effect; % is scaled to controls: 0 for no effect and ±100 for the full control effect; nearly all actives have a fitted effect of over 55% in size
# Target sequence (P14618 whole entry, looked up): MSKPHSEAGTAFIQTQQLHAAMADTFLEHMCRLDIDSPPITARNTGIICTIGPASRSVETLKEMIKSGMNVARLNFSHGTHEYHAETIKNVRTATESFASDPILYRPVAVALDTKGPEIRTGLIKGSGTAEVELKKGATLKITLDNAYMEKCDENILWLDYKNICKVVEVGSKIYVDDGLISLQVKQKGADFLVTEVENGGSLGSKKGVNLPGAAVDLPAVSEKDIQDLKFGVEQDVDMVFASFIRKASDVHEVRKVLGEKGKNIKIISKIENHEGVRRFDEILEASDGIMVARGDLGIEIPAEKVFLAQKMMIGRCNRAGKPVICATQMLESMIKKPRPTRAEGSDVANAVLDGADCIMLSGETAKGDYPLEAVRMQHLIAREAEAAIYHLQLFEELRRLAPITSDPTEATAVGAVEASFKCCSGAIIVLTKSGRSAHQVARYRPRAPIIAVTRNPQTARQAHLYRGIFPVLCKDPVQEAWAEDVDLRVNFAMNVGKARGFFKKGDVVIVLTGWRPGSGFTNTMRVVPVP
#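 Purified hPK-M2 (>95%) run at intermediate activity with 0.1 mM ADP and 0.5 mM PEP in 50 mM imidazole pH 7.2, KCl, MgCl2; 1 h room temperature. ATP formed read by Kinase-Glo luminescence; normalized to uninhibited and no-enzyme controls.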
# B2AR arrestin = recruits beta-arrestin to the human beta2-adrenergic receptor; beta-arrestin recruitment to beta2AR, cell-based reporter; AID 492947; 330,000 compounds, 0.02% hits; P07550; Potency, µM (series often up to 46.1 µM), for the others: top-dose activation, hits mostly activators;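 also: potency is read from the fitted curve at half-maximal effect; 0% = DMSO controls and full agonism = EC100 isoproterenol or metaproterenol; nearly all actives have a fitted effect of over 65% in size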
# TRPV1 ag = human TRPV1 agonism | Q8NER1 | 320,000 compounds, 0.19% hits | TRPV1-expressing cells, Fluo-8 calcium influx, agonist mode | activation, % at 8.33 µM; in the data active = activation above about 80%; inconclusive = between about 30% and that limit; also: 0% is about no effect
#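 Cells expressing TRPV1 were dye-loaded with Fluo-8 and read kinetically: 10 s baseline, 3 min after compound (agonist portion), then 2 min after EC20 capsaicin (allosteric enhancer portion). Calcium-bound dye fluorescence at 480/520 nm.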
# USP2a block = USP2a (human) protease inhibition | USP2 core, Ub-CHOP2 coupled fluorogenic reporter, 485/531 | Potency, µM (doses to about 38.3 µM), for inactives: at the top dose activity change, negative = inhibition, usual class: inhibitors | 330,000 compounds, 0.01% hits | AID 463254;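 also: potency is read from the fitted curve at half-maximal effect; plate controls were DMSO wells for no effect and full inhibition by NEM control for full effect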
#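 Cell-free coupled assay: 10nM USP2 core preincubated 30min RT with compound in Tris-HCl pH 8.0/CaCl2/CHAPS buffer, then 25nM Ub-CHOP2 and 25nM reporter substrate; fluorescence (Ex 485/Em 531) read after 60min RT, normalized to NEM inhibition, concentration-response curves fitted.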
# Coupling enz = counter-screen for Giardia aldolase inhibitors: coupling enzyme system; coupling enzyme system counterscreen, AmpLite Red fluorescence; activity change, negative = inhibition, % at 58.2 µM, hits read low; 290,000 compounds, 0.67% hits; AID 2472; in the data active = activity change below about -30%; also: % is scaled to controls: 0 for no effect and ±100 for the full control effect
#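 Fluorescence at 525 nm excitation and 598 nm emission measured inhibition of the coupled detection system without aldolase. Compounds (at 57.5 uM final) were preincubated 10 min at room temperature with coupling enzyme reagent before a 20 min substrate/AmpLite Red step.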
# KCNH2 WT inh = blocks the wildtype human KCNH2 potassium channel. Q12809. U2OS, BacMam KCNH2, thallium flux FluxOr; hits give low values. activity change, % at 1.84 µM. 340,000 compounds, 0.37% hits. AID 720551;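 active = maximum activity change below -70%; inconclusive = maximum activity change between -70% and -50%; inactive = maximum activity change above -50%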; also: % is scaled to controls: 0 for no effect and ±100 for the full control effect
#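 U2OS cells were transduced with wild-type KCNH2 virus (2.03 x 10^8 / mL) for 4 h at room temperature, then cultured overnight at 37 C. Thallium flux was read with FluxOr dye. Rate constants were normalized to DMSO controls.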
# KCNH2 3.1 inh = KCNH2 3.1 (human) potassium channel inhibition. U2OS KCNH2 3.1, thallium flux FluxOr; hits give low values. 340,000 compounds, 0.95% hits. activity change, % (tested at about 1.8 µM). AID 720553;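 active = maximum activity change below -70%; inconclusive = maximum activity change from -70% to -50%; inactive = maximum activity change above -50%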;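 also: thallium influx rate constant from kinetic fluorescence after stimulation buffer; % is scaled to controls: 0 for no effect and ±100 for the full control effect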
#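 Virally transduced U2OS (3.1 isoform, 4 h infection in dark at RT) → overnight 37 C → FluxOr + Red40 in HBSS/HEPES, 45 min → stimulation buffer, 2 min kinetic read → rate constant vs DMSO controls.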
# GALK inh = blocks human galactokinase activity | 270,000 compounds, 0.007% hits | P51570 | Potency, µM (doses to about 57.5 µM), inactives show top-dose activity change, negative = inhibition, hits mostly inhibitors | AID 1868 | Purified GALK, Kinase-Glo residual ATP luminescence; also: potency is read from the fitted curve at half-maximal effect; % is scaled to controls: 0 for no effect and ±100 for the full control effect
# Target sequence (P51570 whole entry, looked up): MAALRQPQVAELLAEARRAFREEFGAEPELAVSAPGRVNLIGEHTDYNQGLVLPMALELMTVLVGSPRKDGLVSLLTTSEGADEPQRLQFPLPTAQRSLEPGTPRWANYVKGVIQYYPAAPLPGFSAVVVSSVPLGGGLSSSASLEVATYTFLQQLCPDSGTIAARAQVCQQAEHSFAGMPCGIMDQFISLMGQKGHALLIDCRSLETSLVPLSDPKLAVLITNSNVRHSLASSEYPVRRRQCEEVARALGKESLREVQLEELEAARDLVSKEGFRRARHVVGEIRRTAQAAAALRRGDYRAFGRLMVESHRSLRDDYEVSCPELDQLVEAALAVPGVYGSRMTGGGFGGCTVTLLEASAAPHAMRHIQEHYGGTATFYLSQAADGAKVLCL
#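 Luminescence from leftover ATP (Ultra-Glo luciferase/luciferin) served as read-out after a 1 h room-temperature reaction of 5 nM GALK with 35 uM ATP and 100 uM galactose.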
# * marks the source's active call; other numbers are inactive results; u = inconclusive; x = not tested or not shown; [ ] = another dose, or the depositor's remark. Unless noted, calls follow the shape of the dose curve; as a rule, active = well fitted curve in the direction sought with a large enough effect; inconclusive = small, poorly fitted or top-dose-only effect, or another doubt; inactive = no such curve, though single readings can be large; an effect the other way counts as inactive or inconclusive.
compound	B2AR arrestin	KCNH2 WT inh	CXXC DNA block	PKM2 act	TRPV1 ag	KCNH2 3.1 inh	Menin MLL FP TR	USP2a block	GALK inh	Giardia kill	Coupling enz
CC(=O)N1CCN(CC(O)Cn2c3ccccc3c3ccccc32)CC1 (stereo not given)	-0.9%	16	15%	2%	2	1	-9%	3%	3%	-2	3
Cc1ccc(S(=O)(=O)Nc2ccc(Br)cc2C(NCC(=O)O)c2ccccc2)cc1 (stereo not given)	2.6%	9	-7%	7%	0	-3	-2%	-12%	1%	2	9
O=[N+]([O-])c1cccc(-c2nn(-c3ccccc3)cc2CO)c1	-0.5%	5	38%[activator]	x	27	-10	49%[activator]	2%	-2%	-21	1
CCCCn1c(N)c(N(CCC(C)C)C(=O)C2CC(=O)N(Cc3ccc(C)cc3)C2)c(=O)[nH]c1=O (stereo not given)	-0.2%	3	x	x	1	12	x	0%	x	5	x
COc1cccc(C(=O)Nc2cc(=O)n(C)c(=O)n2C)c1	-0.5%	0	-2%	5%	-3	-4	x	3%	-2%	2	6
COc1ccc(N2CCN(C(=O)CNS(=O)(=O)c3ccc(Br)s3)CC2)cc1	0.4%	1	5%	0%	5	-5	15%	-1%	0%	-18	-2
Cc1nnc(N2C(=O)C(=O)/C(=C(\O)c3ccc4c(c3)CC(C)O4)C2c2ccccc2)s1 (stereo not given)	-0.3%	2	24%	x	1	6	x	3%	-3%	-18	x
O=C(Cc1ccc(Cl)cc1)Nc1ccc(CN2CCCCC2)cc1	-0.1%	21	-7%	2%	6	-70*	x	-1%	0%	-7	2
COc1ccc(OC)c(C(=O)CN2CCN(S(=O)(=O)c3ccc(Br)cc3)CC2)c1	u	15	5%	-3%	18	-11	13%	1%	-3%	3	-4
CCOc1ccc(C(=O)Nc2ccc(N3CCN(C(C)=O)CC3)cc2)cc1[N+](=O)[O-]	-0.2%	-3	-1%	-2%	6	-6	-7%	2%	2%	-23	-1
Cc1noc(C)c1C(=O)OCC(=O)Nc1cccc(S(=O)(=O)N(C)C)c1	-1.0%	4	4%	-6%	1	-10	-3%	-1%	0%	2	3
Cc1c(OC(C)C(=O)NCCCn2ccnc2)ccc2c3c(c(=O)oc12)CCC3 (stereo not given)	0.4%	4	8%	x	5	1	x	-1%	-1%	19	x
Cn1c2ccc(F)cc2c2ncn(CCN3CCOCC3)c(=O)c21	0.2%	-4	-11%	-2%	-2	16	16%	1%	-2%	-10	-2
O=C(Cn1cnc2cc([N+](=O)[O-])ccc2c1=O)Nc1ccccc1Cl	-0.4%	2	-8%	-2%	-2	21	x	1%	x	-29	2
CN(Cc1c(C(=O)N/N=C/c2ccccc2F)nnn1-c1nonc1N)c1ccccc1	0.1%	5	29%	-1%	10	-35	-12%	1%	x	17	-14
Cc1cc(C)nc(-n2nc(C)cc2NC(=O)CNC(C)c2ccccc2)n1 (stereo not given)	-0.2%	1	4%	0%	1	3	-17%	3%	-3%	9	1
Cc1ccccc1OCCC(=O)N(Cc1ccccc1)c1c(N)n(Cc2ccccc2)c(=O)[nH]c1=O	0.0%	-4	8%	-2%	-2	25	x	1%	7%	-3	x
COc1ccc(NC(=O)CSc2nnc(NC(C)=O)s2)c([N+](=O)[O-])c1	-0.2%	-15	u	-3%	-1	-7	7%	1%	2%	-18	-1
CCC(CC)c1nnc(NC(=O)c2cccnc2SC)s1	-0.1%	-1	16%	u	10	1	-5%	0%	11%	-11	-1
CC(C)Cn1[nH]c2c3c(ccc2c1=O)C(=O)c1ccccc1C3=O	0.1%	10	u	-16%	u	26	u	0%	x	u	-30*
CCN(CC(=O)Nc1c(F)cccc1F)C(=O)Cn1c(=O)cnc2ccccc21	0.1%	-6	x	x	2	-16	x	1%	x	-7	x
COc1ccc(NC(=O)c2cc(S(=O)(=O)N3CCCCC3)c[nH]2)cc1Cl	-0.7%	29	32%[activator]	0%	1	6	u	0%	x	-18	1
CC(C)(C)NC(=O)C1Cc2ccccc2CN1 (stereo not given)	-0.2%	1	8%	4%	-1	-16	-7%	3%	1%	3	0
c1ccc(-c2nnc3sc(Cc4cccs4)nn23)cc1	-0.9%	-1	3%	9%	-2	-11	u	1%	-3%	-7	6
Cc1c(C(=O)NCc2ccccn2)oc2ccc(S(=O)(=O)N3CCOCC3)cc12	-0.4%	-2	12%	4%	2	6	-16%	3%	3%	-2	-3
CN(c1ccc(C(=O)NCCSCc2ccc(Cl)cc2)cc1)S(=O)(=O)c1ccccc1	0.4%	-2	-10%	-23%	2	1	-13%	-5%	0%	-22	3
O=C(CNC(=O)c1ccc(Br)cc1)OCc1cc([N+](=O)[O-])cc2c1OCOC2	0.1%	6	12%	2%	-4	-25	17%	1%	-3%	9	2
Fc1ccc(C(CCCn2nnc(-c3cccnc3)n2)c2ccc(F)cc2)cc1	-0.8%	-12	-4%	-2%	4	-39	1%	-2%	0%	2	0
COc1ccc(/C=N/n2c(-c3ccc(C)cc3)n[nH]c2=S)cc1OC	6.8%	1	-1%	10%	21	-15	x	2%	-2%	30	3
CN(C)S(=O)(=O)c1ccc(C(=O)NCCS(=O)(=O)N2CCN(c3ccc(F)cc3)CC2)cc1	0.2%	2	4%	x	0	-11	-1%	3%	0%	4	-1

# Part of the list above, reduced to Coupling enz and Giardia kill:
smiles	Coupling enz	Giardia kill
COc1cccc(C(=O)Nc2cc(=O)n(C)c(=O)n2C)c1	6	2
COc1ccc(N2CCN(C(=O)CNS(=O)(=O)c3ccc(Br)s3)CC2)cc1	-2	-18

# Grouped by structure: the entries above containing an aryl thioether with sulfur outside any ring.
compound	B2AR arrestin	KCNH2 WT inh	CXXC DNA block	PKM2 act	TRPV1 ag	KCNH2 3.1 inh	Menin MLL FP TR	USP2a block	GALK inh	Giardia kill	Coupling enz
COc1ccc(NC(=O)CSc2nnc(NC(C)=O)s2)c([N+](=O)[O-])c1	-0.2%	-15	u	-3%	-1	-7	7%	1%	2%	-18	-1
CCC(CC)c1nnc(NC(=O)c2cccnc2SC)s1	-0.1%	-1	16%	u	10	1	-5%	0%	11%	-11	-1

# Going on with the list:
compound	B2AR arrestin	KCNH2 WT inh	CXXC DNA block	PKM2 act	TRPV1 ag	KCNH2 3.1 inh	Menin MLL FP TR	USP2a block	GALK inh	Giardia kill	Coupling enz
O=[N+]([O-])c1cc(S(=O)(=O)Nc2ccccc2)ccc1-n1nnc2ccccc21	0.1%	-210*	3%	-1%	5	-183*	u	2%	-1%	7	0
COc1ccc(/C=N/NC(=O)CCn2nc(C)cc2C)cc1	-1.2%	6	0%	5%	6	14	x	-1%	-3%	6	2
Cc1cc(Nc2ccc(N(C)C)cc2)n2ncnc2n1	0.3%	-9	3%	-1%	6	1	-3%	0%	5%	u	2
CCCOc1ccc(-c2c(C(=O)N/N=C/C3CC=CCC3)nnn2-c2nonc2N)cc1 (stereo not given)	-0.8%	-4	-3%	3%[0.46 µM]	20	-1	27%	2%	0%	9	-1
CCOC(=O)N1CCN(C(=O)c2cc(COc3cccc(C(F)(F)F)c3)on2)CC1	-0.2%	19	2%	0%	u	2	u	2%	1%	2	0
O=C(CSc1nccc(=O)[nH]1)Nc1cccc(S(=O)(=O)N2CCOCC2)c1	0.1%	-2	2%	-2%	1	1	-8%	-8%	1%	24	11
COc1ccc(CNC(=O)C(C)N(Cc2ccco2)C(=O)c2snc(C(N)=O)c2N)cc1 (stereo not given)	-0.2%	-10	-2%	-3%	-1	-4	-2%	3%	0%	6	-4
Cc1cc(C)cc(OCC(=O)N(C)CC(=O)Nc2ccc(Cl)c(C(F)(F)F)c2)c1	-2.6%	-25	x	x	10	-2	x	0%	x	15	x
CCOc1ccc(CNC(=O)CCn2c(=O)oc3ccccc32)cc1	-0.5%	-7	18%	-1%	1	1	1%	6%	0%	4	6
CCOc1c2ccc(C(=O)NCc3ccc(C)cc3)cc2nn1CCOC	-0.8%	x	-23%	0%	-1	x	8%	2%	0%	-16	3

# Screening results from PubChem.

# A portion of the library; rates above refer to the full screens.
